ERp5 block – inhibitors of human ERp5 | ERp5 insulin aggregation, absorbance 650 nm, 90 min | inhibition, % at 9.99 µM | actives 0.05% (n = 350,000) | AID 651711;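 active means mean replicate inhibition above about 25%, with every replicate also reaching it, limit read from the data, passing the limit was not always enough; inconclusive means only one of those two criteria met; inactive means neither criterion met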
Target sequence (Q15084 whole entry, looked up): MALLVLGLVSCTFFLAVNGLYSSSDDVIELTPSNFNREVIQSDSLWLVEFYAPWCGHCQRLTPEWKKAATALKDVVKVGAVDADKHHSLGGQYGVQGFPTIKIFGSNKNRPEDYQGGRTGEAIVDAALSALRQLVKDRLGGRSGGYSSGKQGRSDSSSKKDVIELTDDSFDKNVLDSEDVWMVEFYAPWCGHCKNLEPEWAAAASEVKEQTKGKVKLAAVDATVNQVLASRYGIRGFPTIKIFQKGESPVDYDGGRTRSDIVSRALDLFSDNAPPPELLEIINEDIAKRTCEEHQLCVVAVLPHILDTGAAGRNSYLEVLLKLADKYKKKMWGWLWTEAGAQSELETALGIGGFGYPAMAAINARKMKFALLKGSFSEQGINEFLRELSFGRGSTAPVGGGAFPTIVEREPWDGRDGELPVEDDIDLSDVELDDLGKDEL
PAX8 reporter – lowers PAX8-driven luciferase in RMG-I cells. actives 1.2% (n = 360,000). AID 652154. inhibition, % at 12.6 µM. RMG-I TPO-luciferase reporter, SteadyGlo, 24 h;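 active means mean replicate inhibition at least 60% with every replicate also reaching 60%; inconclusive means only one of the two criteria is met; inactive means mean below 60% and not all replicates reaching 60%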;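 further: luciferase light reporting Pax8 driven TPO promoter activity; plate controls were median of neutral control wells for no effect and mitoxantrone controls for full effect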
ARNT TACC3 PPI – disrupts binding between human ARNT and TACC3 | AlphaScreen His-ARNT PAS-B/GST-TACC3 binding, luminescence; TACC3 fragment carries E629A point mutation | actives 0.66% (n = 390,000) | inhibition, % at 9.99 µM | Q9Y6A5 | AID 623870;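 active means mean inhibition of replicates at least 50% and at least half of replicates each reaching 50%; inconclusive means half or more replicates reach 50% but mean below 50%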;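 further: 0% = complete ARNT plus TACC3 wells and 100% = ARNT alone without TACC3; many hits fall short of the cut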
F508del corr – correctors of CFTR F508del function in bronchial epithelial cells; activity (quench increase), % at 7.58 µM; AID 720511; CFBE cells, YFP halide quenching; stimulated with forskolin plus potentiator P3; % fluorescence drop versus neutral controls; actives 0.36% (n = 350,000);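 active means mean added fluorescence quench of at least 8% versus neutral control, with both replicates also reaching 8%; inconclusive means only one of the mean or replicate conditions met; inactive means mean below 8% and not both replicates reaching 8%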;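 further: cells transiently co-express mutant CFTR-F508del with the halide-sensitive YFP; corrector assay measuring rescue of mutant channel to the surface after 24 h compound exposure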
DENV2 CPE rescue – protects cells from dengue virus 2 cytopathic effect. DENV2-infected cells, cytopathic effect rescue, plate reader. CPE inhibition, % at 9.99 µM. actives 1.7% (n = 350,000). AID 651640; in the data active means CPE inhibition above about 20%, passing the limit was not always enough; inconclusive means no clear call, values can overlap the other calls; tested in BHK-21 cells;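 further: 0% = median of neutral control wells and 100% = median of positive control wells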
GSIS activator – primary screen for activators of insulin secretion dependent on glucose, INS-1E cells, GLuc reporter luminescence. AID 743287. activation, % at 16.6 µM. INS-1E GLuc reporter insulin secretion, 2-3 h. actives 0.61% (n = 370,000);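 active means lowest replicate activation of at least 40%, so every replicate reaches that level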;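 further: 0% = median of neutral control wells and 100% = median of IBMX positive control wells; some compounds called inactive have numbers as strong as hits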
EWS-Fli inh – EWS/Fli transcriptional activity inhibition; A673 NR0B1-luciferase reporter, viability-normalised; inhibition, % at 12.6 µM; actives 0.67% (n = 350,000); AID 651661;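 active means mean inhibition of at least 50% after viability correction, with every replicate also passing that limit; inconclusive means mean reaches 50% but only one of two replicates passes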;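 further: firefly luciferase signal divided by Alamar Blue viability fluorescence both relative to DMSO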
XiGFP reactiv – reactivates the inactive X chromosome in mouse fibroblasts; XiGFP mouse fibroblasts, % GFP-positive cells imaging, 3 d; cells co-treated with 5-aza-dC sensitizer; scaled so ellipticine positive control = 100%; activation, % at 7.58 µM; actives 0.055% (n = 360,000); AID 743238;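 active means mean normalized replicate activation at least 10% and every replicate at or above 10%; inconclusive means only one of the two criteria met; inactive means mean below 10% and not all replicates reach 10%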;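 further: 0% = median of on-plate neutral control wells and 100% = ellipticine 6 µM median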
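Assay system: SV40-immortalized XiGFP fibroblast cells, line 68-5-11; buffer or medium: DMEM plus 5-aza-dC sensitizer; compound: one concentration, pinned; timing: compounds 3 days, fix/stain 15 min at room temperature; benchmarks: positive control ellipticine, 6 µM final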
* = called active by the depositor; ? = inconclusive; . = not tested or not shown.

SMILES	ERp5 block	PAX8 reporter	ARNT TACC3 PPI	F508del corr	DENV2 CPE rescue	GSIS activator	EWS-Fli inh	XiGFP reactiv
O=C(CSc1ccc2ccccc2c1)NCCCN1CCCC1=O	3.2	16.9	-7.4	-0.9	-0.8	9.0	-2.0	0.0
COc1ccc(C(=O)NC(C(=O)N2CCN(c3ccccc3O)CC2)C(C)C)cc1 (configuration not stated)	3.0	8.5	5.9	-0.5	7.1	7.5	5.3	0.0
O=C(Nc1cccc2c1CCCC2)c1ccccc1F	0.0	-25.8	-6.7	-1.6	4.7	.	-5.0	0.1
Cc1c(C(=O)C(=O)N2CCN(C)CC2)c2ccccc2n1C	1.1	-3.4	-1.9	0.3	-3.0	11.5	-3.7	0.0
CC(=O)c1cccc(NC(=O)C2CCCN2S(=O)(=O)c2cccc3nsnc23)c1 (configuration not stated)	4.1	-7.2	-1.2	3.2	-4.1	11.3	-3.5	0.1
Cc1ccc(S(=O)(=O)Nc2ccc3c(c2)C(=O)N([C@H](C)CO)C[C@@H](C)[C@@H](CN(C)C)OCCCC[C@H](C)O3)cc1	0.1	-3.4	-1.6	-0.7	?	12.7	-1.2	0.1
O=C(COC(=O)C1(c2ccccc2F)CCCC1)Nc1ncc(C(F)(F)F)cc1Cl	.	10.8	-7.3	.	.	-28.7	.	0.1
CC(NS(=O)(=O)c1cccc(C(=O)NCc2ccncc2)c1)c1ccccc1 (configuration not stated)	-1.0	-2.0	3.1	0.3	18.0	.	8.2	-0.1
C[C@@H]1CCCCO[C@@H](CN(C)Cc2ccc3c(c2)OCO3)[C@H](C)CN([C@H](C)CO)C(=O)c2cc(NC(=O)c3ccccc3)ccc2O1	1.9	4.9	-4.0	0.4	17.6	-29.6	8.8	-0.9
O=C(C[C@H]1C[C@H]2c3cc(NC(=O)c4cccnc4)ccc3O[C@H]2[C@H](CO)O1)NCc1cc(F)ccc1F	2.1	-5.9	2.5	1.6	-2.6	9.0	1.2	0.3
COc1ccccc1OCc1nc(C#N)c(N2CCCC2)o1	-2.0	-27.5	16.7	0.1	-4.0	15.6	0.6	0.1
CN(C)CCCN(C(=O)COc1ccccc1)c1nc2ccc(Cl)cc2s1	3.7	-1.0	0.3	0.8	-8.0	-38.9	-10.6	0.2
O=C(C[C@@H]1CC[C@@H]2[C@H](COC[C@H](O)CN2C(=O)c2ccncc2)O1)NCc1ccc(-c2ccccc2)cc1	-1.2	-12.0	3.0	1.5	-1.3	5.7	0.9	0.3
C#CCOCCOCCOCCNc1nc(N2CCN(C(=O)Cn3cc(CCCN=C(N)N)nn3)CC2)nc(N2CCN(C(=O)[C@H](CCCCN)n3cc(CC(C)O)nn3)CC2)n1 (some centres not stated)	5.6	12.7	-3.8	1.5	5.0	28.2	-2.6	-0.2
CCC(=O)Nc1ccc(C(=O)NNC(=O)c2ccc(C)cc2)cc1	-6.1	12.4	-0.5	2.1	0.1	0.3	6.6	0.0
CN(C)CC1(C)Cc2ccsc2C1O (configuration not stated)	1.7	0.7	0.0	2.1	-1.5	-7.8	-7.4	0.5
COc1ccc(CNC(=O)c2sc(=O)n(Cc3ccc(S(=O)(=O)N(C)C)cc3)c2C)cc1	-4.0	18.1	.	-5.0	16.2	-17.6	2.3	0.1
C[C@H](O)C#Cc1cnc2c(c1)C(=O)N([C@@H](C)CO)C[C@H](C)[C@H](CN(C)CC1CCCCC1)O2	32.2*	.	-8.2	-1.7	2.9	4.3	-15.9	-1.1
COc1ccccc1C=NNC(=O)C(=O)NN=Cc1ccccc1OC	-5.1	-12.2	-4.9	-0.2	5.5	7.0	8.6	0.1
CCCN(CCC)C(=O)c1cn(CC)c2ccc(S(=O)(=O)N3CCCCC3)cc2c1=O	7.5	-17.1	-0.4	-2.4	-6.1	-2.7	2.6	0.2
C[C@H]1CN([C@@H](C)CO)C(=O)c2cccc(NS(=O)(=O)c3ccccc3)c2O[C@@H]1CN(C)Cc1ccccc1	8.3	-8.1	.	0.4	0.2	-4.9	6.0	-1.3
O=C(Nc1cc(Cl)ccc1-n1cncn1)c1ccc([N+](=O)[O-])o1	-0.7	63.0*	5.2	0.6	-4.3	-3.7	37.4	1.4
COc1ccc(C(=O)C2CCCN(Cc3ccc(Sc4nncn4C)o3)C2)cc1F (configuration not stated)	-3.5	-2.3	.	0.1	.	-18.0	17.1	0.0
C/C(=N\NC(=O)CNc1ccc(F)cc1)c1cc2ccccc2o1	5.4	0.2	1.7	-1.6	5.3	-1.6	-2.5	0.0
CN1CCN(C(=O)C[C@H]2C=C[C@H](NC(=O)c3ccc4c(c3)OCO4)[C@H](CO)O2)CC1	-2.8	3.9	1.1	2.0	1.2	-7.3	-0.1	0.2

2 compounds from above, reduced to ERp5 block, F508del corr and PAX8 reporter.
smiles | ERp5 block | F508del corr | PAX8 reporter
O=C(C[C@H]1C[C@H]2c3cc(NC(=O)c4cccnc4)ccc3O[C@H]2[C@H](CO)O1)NCc1cc(F)ccc1F | 2.1 | 1.6 | -5.9
COc1ccccc1OCc1nc(C#N)c(N2CCCC2)o1 | -2.0 | 0.1 | -27.5

Complete entries, looked up by structure. Screens in order: ERp5 block, PAX8 reporter, ARNT TACC3 PPI, F508del corr, DENV2 CPE rescue, GSIS activator, EWS-Fli inh, XiGFP reactiv
O=C(C[C@H]1C[C@H]2c3cc(NC(=O)c4cccnc4)ccc3O[C@H]2[C@H](CO)O1)NCc1cc(F)ccc1F is listed as 2.1, -5.9, 2.5, 1.6, -2.6, 9.0, 1.2, 0.3
C/C(=N\NC(=O)CNc1ccc(F)cc1)c1cc2ccccc2o1 is listed as 5.4, 0.2, 1.7, -1.6, 5.3, -1.6, -2.5, 0.0
C[C@H](O)C#Cc1cnc2c(c1)C(=O)N([C@@H](C)CO)C[C@H](C)[C@H](CN(C)CC1CCCCC1)O2 is listed as 32.2*, ., -8.2, -1.7, 2.9, 4.3, -15.9, -1.1

Next part
SMILES	ERp5 block	PAX8 reporter	ARNT TACC3 PPI	F508del corr	DENV2 CPE rescue	GSIS activator	EWS-Fli inh	XiGFP reactiv
O=c1c(-c2ccc(O)cc2)coc2cc(OC3OC(CO)C(O)C(O)C3O)cc(O)c12 (configuration not stated)	-1.0	-171.0	-7.1	2.9	.	20.1	-48.5	0.0
CSc1ccc(/C=N/NC(=O)c2ccccc2Cl)cc1	-1.0	-45.4	2.0	6.4	-7.6	4.0	-40.5	0.2
O=C(COC(=O)CCCc1nc2ccccc2s1)Nc1ncc(Cl)cc1Cl	0.5	7.4	0.5	-0.5	4.5	-2.8	-1.8	0.1
Cc1ccccc1NCCC(=O)Nc1ccc(F)cc1	0.9	8.2	-4.3	-2.3	-2.3	-14.1	-19.5	0.0
Cc1cc(OCC(O)CN2CCOCC2)cc(C)c1Cl (configuration not stated)	2.4	13.7	-2.9	-0.4	1.9	.	0.4	0.0
COc1ccc(/C=N/OCC(=O)N2CC3(C)CC2CC(C)(C)C3)cc1 (configuration not stated)	6.9	.	3.5	-1.7	1.5	9.7	8.8	.
CCCN(C)C[C@H]1OCCCC[C@H](C)Oc2ccc(NS(=O)(=O)c3ccc(OC)cc3)cc2C(=O)N([C@H](C)CO)C[C@H]1C	-0.4	-33.2	-2.8	5.2	?	6.2	-8.7	-0.1
C[C@H](CO)N1C[C@H](C)[C@H](CN(C)Cc2ccc(C(F)(F)F)cc2)Oc2ccc(NS(=O)(=O)c3cccs3)cc2CC1=O	-11.3	-20.7	-0.3	-0.4	16.2	12.6	-0.5	0.3
Cc1ccc(C2(C)NC(=O)N(CC(=O)Nc3ccc(-c4nc5ccc(C)cc5s4)cc3)C2=O)cc1 (configuration not stated)	12.8	-144.4	0.5	4.0	12.4	43.8*	-73.1	-0.1
CCOC(=O)[C@]12CCC=C1N(Cc1ccc3c(c1)OCO3)C(=O)[C@H](CC(=O)NCc1cccc(C(F)(F)F)c1)C2	-2.4	15.5	.	1.8	?	-37.0	8.5	0.1
CC(C)(CC(=O)O)CC(=O)O	-10.1	-21.5	-6.1	3.1	5.1	28.6	-4.2	-0.2
COc1ccccc1CNC(=O)Nc1nc(C(N)C(C)C)cs1 (configuration not stated)	3.9	2.4	.	0.6	-1.0	.	0.4	0.0
Cc1ccc(CNC(=O)CCN2C(=O)[C@@H]3Cc4ccccc4CN3C2=O)cc1	4.0	-11.0	-5.9	2.0	3.6	-7.3	0.1	0.0
OC[C@@H]1CN(Cc2cccnc2)C[C@H](n2cnc3c(N4CCN(c5ccccc5)CC4)ncnc32)O1	-3.0	-9.8	.	5.1	?	.	1.6	0.0
COc1ccc(S(=O)(=O)N2CCCCCC2)cc1C(=O)N(C)Cc1ccc(OC)c(OC)c1OC	-3.2	4.4	-0.4	-2.1	3.9	-10.5	4.9	-0.1
C[C@@H]1CCCCO[C@@H](CN(C)Cc2ccncc2)[C@@H](C)CN([C@H](C)CO)C(=O)c2cc(NC(=O)Cc3ccccc3)ccc2O1	-3.4	-20.3	.	0.3	6.6	1.4	1.2	0.1
COc1ccc(C(=O)Nc2ccc(S(=O)(=O)N3CCCC3)cc2)cc1	-0.5	-28.6	-3.6	-0.2	0.3	0.4	-11.6	0.0
O=S(=O)(NCc1ccccc1)c1ccccc1NCCc1ccccc1	-4.9	5.3	-1.2	4.5	-4.1	-10.3	-1.2	0.2
COC(=O)c1c(NC(=O)c2c(Cl)cnn2C)sc(C)c1C	4.3	-11.6	.	-1.4	15.2	-3.8	-1.9	0.1
Cc1onc(-c2ccccc2)c1C(=O)N1CCCC(C)(C(=O)NS(=O)(=O)C2CC2)C1 (configuration not stated)	2.0	3.7	.	-0.3	1.6	4.7	3.4	-0.1
CCOc1ccc(S(=O)(=O)Nc2ccn(C)n2)cc1	-1.0	-115.3	-4.6	-0.8	-1.5	10.7	-16.5	-0.4
COC(=O)[C@@]1(Cc2ccc(OC)cc2)[C@H]2c3cc(C(=O)N4CCCC4)n(CCc4c[nH]c5ccccc45)c3C[C@H]2CN1C(=O)c1ccccc1	1.0	34.9	.	-2.0	0.8	-30.6	14.1	0.0
CCOc1ccc(-c2ccc(NS(=O)(=O)c3ccc([N+](=O)[O-])cc3)cc2)nn1	0.1	-0.9	-6.9	-2.1	9.3	-2.0	.	0.0

An excerpt from above in order of length of the SMILES, rising.
SMILES	ERp5 block	PAX8 reporter	ARNT TACC3 PPI	F508del corr	DENV2 CPE rescue	GSIS activator	EWS-Fli inh	XiGFP reactiv
COc1ccccc1CNC(=O)Nc1nc(C(N)C(C)C)cs1 (configuration not stated)	3.9	2.4	.	0.6	-1.0	.	0.4	0.0
Cc1ccc(CNC(=O)CCN2C(=O)[C@@H]3Cc4ccccc4CN3C2=O)cc1	4.0	-11.0	-5.9	2.0	3.6	-7.3	0.1	0.0
OC[C@@H]1CN(Cc2cccnc2)C[C@H](n2cnc3c(N4CCN(c5ccccc5)CC4)ncnc32)O1	-3.0	-9.8	.	5.1	?	.	1.6	0.0

Source: PubChem
